PglD DTNB – blocks C. jejuni PglD acetyltransferase activity; purified PglD enzyme, DTNB colorimetric CoA detection; inhibition, % at 12.5 µM; 0.098% of 360,000 active; in the data active = inhibition above about 16%, passing the limit was not always enough; note: strong numbers were not always called active
PGC1a acetyl inh – lowers PGC1a acetylation signal in U2OS cells | AID 651687 | AlphaScreen anti-acetyl-lysine; with virally co-expressed GCN5 acetyltransferase | 0.17% of 350,000 active | inhibition, % at 15.6 µM;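 active = every replicate shows inhibition of at least 40%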;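 note: 0% = neutral control wells and 100% = positive control wells; some results beyond the cut were filed as inactive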
FN deposit inh – fibronectin deposition inhibition; AH1F fibroblasts, Alexa488-fibronectin deposition fluorescence, overnight; inhibition, % at 12.6 µM; 0.086% of 350,000 active; AID 743247;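 active = mean inhibition across replicates of 30% or more, regardless of how many single replicates reach that level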;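 note: positive control wells lacked labelled fibronectin entirely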
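Material: AH1F fibroblast monolayer depositing Alexa488-labelled fibronectin into matrix | Input: 10000 AH1F cells/well | Medium: DMEM plus 2% serum, read in PBS | Reagent: Alexa488-fibronectin, 24 nM final in well | Compound dosing: One dose per compound, pinned | Schedule: 1 h adhesion, overnight exposure | Measured by: Fluorescence at 485 nm excitation, 525 nm emission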
miR122 inh – inhibitors of miR-122 in Huh7 cells; Huh7 miR-122 Renilla luciferase sensor, 48 h; neutral wells = 0, positive control = 100; activation (reporter increase), % at 12.5 µM; 0.3% of 340,000 active; AID 602342;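 active = mean replicate activation score at least 90 and every replicate individually at or above 90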;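 note: higher luciferase means less miR-122 activity so hits act as miR-122 inhibitors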
GSIS activator – GLuc luminescence reporter in INS-1E cells, primary screen for activators of glucose-dependent secretion of insulin. INS-1E GLuc reporter insulin secretion, 2-3 h. activation, % at 16.6 µM. 0.61% of 370,000 active. AID 743287;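 active = lowest replicate activation of at least 40%, so every replicate reaches that level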;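 note: 0% = median of neutral control wells and 100% = median of IBMX positive control wells; some compounds called inactive have numbers as strong as hits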
Cneo AK release – Cryptococcus neoformans lysis via adenylate kinase release; C. neoformans lysis, adenylate kinase release luminescence, 4 h; normalised: neutral wells 0, clomiphene wells 100; lysis activity, % at 15 µM; 0.2% of 360,000 active; AID 651654;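 active = mean lysis activity across replicates of at least 80%, whatever share of replicates individually reach that level; inactive = mean lysis activity below 80%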
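Schedule: static 4 h at 37 °C with compound, 1 h detection; system: C. neoformans cells; benchmarks: Clomiphene as positive control; buffer or medium: fresh YPD medium; measure: luminescence rise reflecting yeast cell lysis; measured by: luminescent adenylate kinase detection reagent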
C2C12 statin – suppressors of simvastatin-induced myotoxicity in C2C12 myotubes. 0.78% of 330,000 active. rescue of ATP level, % at 7.49 µM. ATP luminescence, 48 h; scaled: DMSO 0, geranylgeraniol control 100;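 active = mean ATP rescue above about 67%, or every replicate alone reaching that limit, limit read from the data, passing the limit was not always enough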;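 note: myotubes were challenged with 10 µM simvastatin during compound exposure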
CFTR F508del cor – correctors of CFTR F508del function in bronchial epithelial cells; activity (quench increase), % at 7.58 µM; CFBE cells, YFP halide quenching; stimulated with forskolin plus potentiator P3; % fluorescence drop versus neutral controls; 0.36% of 350,000 active;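 active = mean added fluorescence quench of at least 8% versus neutral control, with both replicates also reaching 8%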;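 note: cells transiently co-express mutant CFTR-F508del with the halide-sensitive YFP; corrector assay measuring rescue of mutant channel to the surface after 24 h compound exposure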
Numbers without * were called inactive; . = not tested or not shown; [ ] = remark or other dose.

SMILES	PglD DTNB	PGC1a acetyl inh	FN deposit inh	miR122 inh	GSIS activator	Cneo AK release	C2C12 statin	CFTR F508del cor
N#C[C@H](O[C@@H]1O[C@H](CO[C@@H]2O[C@H](CO)[C@@H](O)[C@H](O)[C@H]2O)[C@@H](O)[C@H](O)[C@H]1O)c1ccccc1	4.9	.	-15.4	.	11.7	12.7	-7.9	1.0
O=C(Cc1ccccc1)N1CCCCN2[C@H](C1)[C@@H](c1ccc(C#Cc3ccccc3)cc1)[C@@H]2CO	1.5	-17.9	.	-18.4[16.7 µM]	-6.5	-2.8	.	1.6
CCOc1ccc2[nH]c(=O)c(CN(CCO)C3(c4nnnn4C4CCCCC4)CCCCC3)cc2c1	-0.5	10.0	.	-1.8	-31.4	0.1	-4.8	.
CCOc1ccc(C2SCC(=O)Nc3c2c(C)nn3C2CCOC(C)(C)C2)cc1 (centres undefined)	-0.7	-4.2	-8.1	-8.5	.	1.0	-1.1	.
Cc1ccccc1-n1c(CNc2ccccc2)nc2ccccc2c1=O	0.8	-2.4	-4.9	0.5	.	23.2	.	1.6
Cc1ccc(C)c(CN2CCC(n3nnc4cc(F)ccc43)CC2)c1	0.8	-2.9	.	.	2.6	-4.9	10.2	.
Cc1c(C=C2C(=O)NC(=O)NC2=O)c(=O)n(-c2ccccc2)n1C	.	5.6	9.2	2.6	-0.5	-1.4	-4.8	1.7
Cc1oc(-c2ccc(Cl)cc2)nc1CS(=O)CC(=O)N1CCC2(CC1)OCCO2 (centres undefined)	-2.3	-2.2	5.4	7.1	.	-1.0	0.9	.
CCOC(=O)C(O)(c1ccc(N=Cc2ccccc2O)c(C)c1)C(F)(F)F (centres undefined)	.	-3.4	-6.9	-0.5	-6.0	.	7.2	.
O=c1c2ccccc2nc(-c2ccco2)n1-c1cccnc1	10.1	-32.8	.	-0.6	.	-2.1	.	.
COc1ccc(-n2nc(C(=O)NCC(=O)N3CCC4(CC3)OCCO4)c3ccccc3c2=O)cc1OC	-4.5	-1.7	-5.8	-4.1	0.9	-6.8	1.2	-2.1
CC1CCCCN1Cc1cccnc1 (centres undefined)	.	-4.9	-4.9	1.0	9.5	.	.	-0.6
CCC(=NCC1CCCO1)c1c(O)n(-c2ccc(Cl)cc2)c(=O)[nH]c1=O (centres undefined)	4.0	10.6	6.2	0.2	.	-0.4	7.9	.
COc1ccc(C=C2C(=O)N(C)C(=O)N(C)C2=O)cc1COc1ccc(NC(C)=O)cc1	3.9	7.1	-3.0	2.6	.	-1.4	9.4	0.9
CC(C)NC(=O)Cn1cc(C(=O)c2ccccc2)c2ccccc21	-2.1	.	2.3	4.7	.	1.1	4.6	.
CC(Cc1cccs1)NCc1ccc(Cl)cc1 (centres undefined)	.	1.4	8.4	.	4.2	.	.	2.7
O=C(Cc1ccccc1)NC(Cc1ccc(Cl)cc1)C(=O)O (centres undefined)	.	-4.9	8.4	.	5.7	.	.	2.5
C1CCC2S[C@H]3CCCCC3NC2C1 (some centres undefined)	-2.7	17.7	5.7	5.7	-2.4	0.7	-9.5	1.9
Cc1ccc(C2(O)CC(C)N(C)CC2C)cc1 (centres undefined)	4.3	3.0	.	0.2	.	-3.5	-2.3	.
CCCCn1c(O)c(C(CC)=NCCCn2ccnc2)c(=O)[nH]c1=O	-5.2	8.0	-3.6	-4.3	9.9	0.2	.	-0.8
CSc1ccccc1C(=O)C1CCCN(Cc2ccccn2)C1 (centres undefined)	-2.7	-3.0	.	-1.6	7.4	-2.1	6.5	-2.8
O=C(COc1ccc(S(=O)(=O)N2CCOCC2)cc1)N1CCN(Cc2ccc3c(c2)OCO3)CC1	-1.8	11.9	5.2	-2.8	-8.5	-3.2	7.4	.
COC(=O)C1=C(c2c(C)noc2C)C[C@@H]2CC[C@H]1N2C(=O)NCCOc1ccccc1Cl	0.5	.	-2.4	-9.4	-14.3	-4.0	6.1	-0.6
CCOC(=O)c1c(C)n(C(C)C)c2ccc(OC(=O)c3ccc(N4C(=O)CCC4=O)cc3)cc12	-4.6	.	1.4	-3.0	22.2	-1.7	.	2.5
COc1ccc(CCN)cc1OC	-0.3	-5.0	.	-3.8	7.4	0.8	2.3	-0.4

Further records follow.
SMILES	PglD DTNB	PGC1a acetyl inh	FN deposit inh	miR122 inh	GSIS activator	Cneo AK release	C2C12 statin	CFTR F508del cor
COc1cc(O)cc2c1C(=O)OC(C)CCCC(=O)CCC/C=C\2 (centres undefined)	.	.	-4.5	0.7	17.8	0.0	23.6	0.3
COc1cc(C=C2C(=O)NC(=O)NC2=O)ccc1O	3.0	.	-3.5	.	-7.0	-0.2	7.3	-2.6
CC(=O)OC1N=C(c2ccccc2)c2cc(C)ccc2NC1=O (centres undefined)	-1.9	-11.3	.	2.8	.	20.5	-32.1	.
COc1ccc(-n2nnnc2C(CCc2ccccc2)N2CCC(n3c(=O)[nH]c4ccccc43)CC2)cc1 (centres undefined)	5.8	55.0*	.	-18.8	-30.4	-0.4	-14.4	2.0
CC(=O)Nc1nc(CCl)cs1	.	-2.3	-1.2	-2.7	6.3	.	-6.6	-6.2
CC(C)N1CCN(Cc2cccc([N+](=O)[O-])c2)CC1	.	5.1	-2.6	.	13.4	.	.	-0.3
CC[C@@]1(O)C(=O)OCc2c1cc1n(c2=O)Cc2cc3c(NC(=O)CN)cccc3nc2-1	-4.8	.	-15.0	.	6.0	-1.4	10.6	-0.9
O=P(Oc1ccccc1)(Oc1ccccc1)N1CCOCC1	-1.6	10.4	-0.8	-5.2	-9.7	0.0	-2.0	0.6
Brc1ccc2c(c1)CN(CC1CCCCC1)Cc1cnnn1-2	3.8	-10.1	-0.6	-4.9	7.3	-1.4	3.7	2.2
CCCC/C(=N/O)c1c(C)[nH]c2ccccc12	.	6.5	-8.5	.	-4.8	.	.	-0.3
CCOP(=O)(OCC)C(NC(=O)c1ccccc1)C(Cl)(Cl)Cl (centres undefined)	14.7	2.1	-0.1	-2.7	-0.5	3.2	.	-3.9
C[n+]1c(-c2ccccc2)cc(CCCCc2cc(-c3ccccc3)[n+](C)c(-c3ccccc3)c2)cc1-c1ccccc1	3.8	6.8	-9.7	-0.8	.	-3.0	-96.1	-0.9
CCC1(CCc2ccncc2)C(=O)NC(=O)NC1=O	-3.2	7.7	4.5	-1.2	.	0.9	-1.9	.
COc1ccc(Cn2c(O)c(/C=N/NC(=O)c3ccccc3)c(=O)[nH]c2=O)cc1	-1.3	-3.6	11.2	2.2	12.9	0.3	.	-0.8
O=P(Oc1ccccc1)(N1CCOCC1)N1CCOCC1	0.7	12.9	2.5	.	-6.9	1.4	4.7	-0.4
CCCCc1ccc(NC2=NCCCS2)cc1	5.1	.	-9.2	1.4	-14.3	-8.5	-15.9	0.7
CN(C)CCSC1c2ccccc2CSc2ccccc21 (centres undefined)	-4.6	1.2	14.6	-3.0	-27.6	1.7	.	-6.2
COCCCNP1(=O)OCC(C)([N+](=O)[O-])CO1 (centres undefined)	11.5	10.2	-4.9	.	.	12.2	5.8	0.2
COC(=O)C1=C(c2ccccc2)C[C@@H]2CC[C@H]1N2C(=O)N1CCC(O)CC1	-5.4	1.4	-6.5	-0.4	3.4	-0.5	5.6	0.9
CN(C)C1(c2nnnn2-c2ccc(Cl)cc2)CCCCC1	-3.0	-8.1	-1.5	-6.8	-19.7	-1.6	.	0.1
FC(F)(F)c1ccccc1CCN1CCNCC1	5.3	-8.0	-1.4	-5.3	17.3	-1.6	4.9	1.1
CN1CCCN(C(=O)COc2ccc(F)cc2Cl)CC1	-1.2	.	0.9	-6.1	-4.7	-1.5	4.1	-0.3
O=C1NCN(c2ccccc2)C12CCN(C(c1ccnc3ccccc13)c1nnnn1C1CCCCC1)CC2 (centres undefined)	-4.9	-33.3	0.2	4.0	13.7	-19.3	6.9	-0.7
CN(C(=O)c1ccco1)C1(c2ccccc2Cl)CCCCC1=O (centres undefined)	1.9	-15.6	.	-2.7	.	-1.9	-5.7	.
C1CCCN(C2CCNCC2)CC1	-4.2	-0.3	14.3	0.9	3.2	-1.5	4.0	0.5

(next part)
SMILES	PglD DTNB	PGC1a acetyl inh	FN deposit inh	miR122 inh	GSIS activator	Cneo AK release	C2C12 statin	CFTR F508del cor
O=Cc1c(C(=O)O)n(Cc2ccccc2Cl)c2ccccc12	.	-5.8	-2.1	2.3	.	.	.	-1.8
CCC/C(=N\O)c1c[nH]c2ccccc12	5.8	0.0	.	-0.1	.	-0.3	.	.
Cc1sc2c(c1C)C(c1cccs1)=NCC(=O)N2CC(=O)NCc1cccs1	3.8	-12.5	.	4.7	-0.7	-2.3	-9.6	.
O=c1[nH]c(O)c(N=Nc2ccc3c(c2)OCCO3)c(=O)[nH]1	.	7.9	-9.8	.	8.8	.	.	1.1
CCN(CC)c1ccccc1	0.3	-5.2	.	-1.9	2.8	-2.7	8.0	-1.6
Cc1cccc(S(=O)(=O)N2[C@@H]3c4ccc(-c5cccc(F)c5)c(=O)n4C[C@H]2[C@H](CO)[C@H]3C(=O)O)c1	0.5	.	.	-7.8[16.7 µM]	-3.5	-2.6	-19.2	-0.5
CN(C)c1ccc(/C=C2\C(=O)NC(=O)N(Cc3ccc(F)cc3)C2=O)cc1	-1.4	2.0	-15.0	-4.6	-6.2	-8.5	.	3.8
CCC1(CC(C)C)C(=O)NC(=S)NC1=O	.	-0.7	5.6	-9.1	4.8	.	-7.0	-0.7
O=C(Cc1ccccn1)N1CCCCN2[C@H](C1)[C@@H](c1ccc(C#Cc3ccccc3)cc1)[C@@H]2CO	-2.4	7.3	.	-13.3[16.7 µM]	16.0	-0.1	.	2.6
O=C(c1cc(-c2cccnc2)nc2ccccc12)N1CCC2(CC1)OCCO2	3.3	13.9	-3.5	-3.5	32.1	-0.1	23.5	.
Cn1c(O)c(C=Nc2ccc(Cl)cc2)c(=O)n(C)c1=O	3.1	11.7	.	10.8	.	3.8	17.7	.
Cc1ccc(/C=C2\C(=O)NC(=S)N(c3ccc(F)cc3)C2=O)o1	-0.9	-4.0	-3.7	2.2	-13.0	4.2	-15.6	-8.7
CCCc1cc(=O)oc2cc(OCC(=O)N3C[C@H]4C[C@@H](C3)c3cccc(=O)n3C4)ccc12	2.6	-2.2	.	4.7	2.4	1.9	9.0	-4.4

Three entries from above, set out differently:
molecule | PglD DTNB | PGC1a acetyl inh | FN deposit inh | miR122 inh | GSIS activator | Cneo AK release | C2C12 statin | CFTR F508del cor
Cc1ccc(/C=C2\C(=O)NC(=S)N(c3ccc(F)cc3)C2=O)o1 | -0.9 | -4.0 | -3.7 | 2.2 | -13.0 | 4.2 | -15.6 | -8.7
CCC/C(=N\O)c1c[nH]c2ccccc12 | 5.8 | 0.0 | . | -0.1 | . | -0.3 | . | .
Cc1sc2c(c1C)C(c1cccs1)=NCC(=O)N2CC(=O)NCc1cccs1 | 3.8 | -12.5 | . | 4.7 | -0.7 | -2.3 | -9.6 | .

Shown in markdown: 3 of the compounds above.
| SMILES | PglD DTNB | PGC1a acetyl inh | FN deposit inh | miR122 inh | GSIS activator | Cneo AK release | C2C12 statin | CFTR F508del cor |
| --- | --- | --- | --- | --- | --- | --- | --- | --- |
| O=C(Cc1ccccc1)NC(Cc1ccc(Cl)cc1)C(=O)O (centres undefined) | . | -4.9 | 8.4 | . | 5.7 | . | . | 2.5 |
| C1CCC2S[C@H]3CCCCC3NC2C1 (some centres undefined) | -2.7 | 17.7 | 5.7 | 5.7 | -2.4 | 0.7 | -9.5 | 1.9 |
| Cc1ccc(C2(O)CC(C)N(C)CC2C)cc1 (centres undefined) | 4.3 | 3.0 | . | 0.2 | . | -3.5 | -2.3 | . |

From PubChem BioAssay

The list is partial (hit frequency here may not be typical).
